Compound activity: PubChem BioAssay, several laboratories
HCV core dimer = inhibitors of HCV core protein dimerization, primary screen, biochemical, TR-FRET, high-throughput | TR-FRET GST/Flag-core106 dimerization, 1536-well | inhibition, % at 5 µM | actives 0.33% (n = 300,000) | AID 1899, 2009;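 active = inhibition above the mean of all tested compounds plus 3 SD, set per screening campaign, cut at about 45% in these data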
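Test system: GST/Flag-tagged HCV core106 proteins; Medium: KF-containing HEPES buffer, pH 7.45, DTT, CHAPS, BSA; Times: compound-protein-antibody incubation 4 h at 22.5 °C; Detection: TR-FRET 671 and 617 nm emission; Benchmarks: wells lacking GST-core106 and wells with excess unlabelled core106.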
JMJD2C inh = inhibitors of GASC-1 histone demethylase, primary screen, biochemical, fluorescence, DELFIA europium; Lysine-specific demethylase 4C (Homo sapiens), Q9H3R0; AID 2099, 2009; actives 0.069% (n = 330,000); inhibition, % at 2.35 µM; GST-JMJD2C(1-420) H3K9me3 demethylation;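 active = more than half of a compound's replicate wells show inhibition beyond 50%, single wells judged on their own value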;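 note: signal counts dimethyl H3K9 product captured on neutravidin plate; 0% = median of DMSO wells and 100% = 0.3 times that DMSO median; strong numbers were not always called active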
Efflux pump inh = inhibitors of Candida efflux pumps in yeast, primary screen, S. cerevisiae, Nile Red, multiplex; S. cerevisiae Candida pump triplex; inhibition, % at 10 µM; actives 0.44% (n = 330,000); AID 485275, 2010;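 active = plate passing quality check with inhibition over a set limit, or well fluorescence over plate mean plus 4 SD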;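 note: Nile Red retained in pooled yeast measured as flow cytometry median fluorescence; 0% = buffer negative control and 100% = Enniatin B positive control; higher means more Nile Red kept so more efflux inhibition; some compounds called inactive have numbers as strong as hits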
procasp3 activ = activators of human procaspase-3 D3A mutant, primary screen, biochemical, absorbance, PC-3 D3A mutant, single concentration | Caspase-3 (Homo sapiens), P42574 | recombinant procaspase-3 D3A, Ac-DEVD-pNA absorbance 405 nm | activation, % at 8.5 µM | actives 0.11% (n = 330,000) | AID 463141, 2010;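 active = activation above the mean of all tested compounds plus 3 SD, cut at about 21% in these data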;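 note: 0% = DMSO alone and 100% = DMSO wells spiked with extra 5 µM PC-3 D3A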
Target sequence (P42574 whole entry D9A/D28A/D175A): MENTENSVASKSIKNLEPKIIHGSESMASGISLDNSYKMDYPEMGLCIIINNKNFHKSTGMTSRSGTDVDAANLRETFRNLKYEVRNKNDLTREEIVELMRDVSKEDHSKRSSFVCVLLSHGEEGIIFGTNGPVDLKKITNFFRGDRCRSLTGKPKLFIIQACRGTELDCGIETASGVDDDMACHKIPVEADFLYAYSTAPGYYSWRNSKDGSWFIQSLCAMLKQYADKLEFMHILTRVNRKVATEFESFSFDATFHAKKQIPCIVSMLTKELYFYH
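Evaluation: percent activation relative to control range; Material: Procaspase-3 D3A mutant, all three cleavage aspartates alanine; Compound: single dose, 8.5 µM nominal compound, 0.8% DMSO; Replication: one well per compound; Signal: absorbance at 405 nm, 0 and 120 min; Schedule: 1 h preincubation plus 2 h reaction at 25 °C.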
procasp7 counter = procaspase-7 activators, primary screen, counter-screen for procaspase-3 activator project, biochemical, absorbance, HTS, human | recombinant procaspase-7, Ac-DEVD-pNA absorbance 405 nm; D23A/D198A/D206A triple mutant, cannot self-cleave; scale: DMSO 0, 5 µM enzyme 100 | activation, % at 8.5 µM | actives 0.093% (n = 330,000) | AID 463210, 2010;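 active = percent activation above the screen-wide mean plus 3 SD, cut at about 25% in these data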
Target sequence (P55210 whole entry D23A/D198A/D206A): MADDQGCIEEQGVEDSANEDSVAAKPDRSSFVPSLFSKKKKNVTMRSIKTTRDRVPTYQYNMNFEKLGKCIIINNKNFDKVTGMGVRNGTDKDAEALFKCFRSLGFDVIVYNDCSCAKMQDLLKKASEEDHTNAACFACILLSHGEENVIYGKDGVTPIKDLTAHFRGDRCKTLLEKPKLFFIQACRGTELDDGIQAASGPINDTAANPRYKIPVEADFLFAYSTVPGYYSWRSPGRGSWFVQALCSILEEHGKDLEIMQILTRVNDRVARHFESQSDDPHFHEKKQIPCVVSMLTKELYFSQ
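buffer or medium = Zinc-free HEPES/NaCl buffer, pH 7.4 | material = Procaspase-7 triple mutant (PC-7 D3A) | input = 2 µM procaspase-7 mutant as dispensed | signal = Epi-absorbance of released pNA at 405 nm, two timepoints | timing = 1 h preincubation, 2 h reaction | replicates = singlicate compound testing | evaluation = % activation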
Fh CTSL1 inh = Fasciola hepatica cathepsin L1 inhibitors, primary screen, counter-screen for PFM18AAP inhibitor project, biochemical, QFRET, fluorogenic peptide substrate; recombinant F. hepatica cathepsin L1, Z-Leu-Arg-MCA fluorescence; inhibition, % at 5.96 µM; actives 0.49% (n = 300,000);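 active = inhibition above the mean of all tested compounds plus 3 SD, set per screening campaign, cut at about 17% in these data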;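 note: 0% = plate median of test compound wells and 100% = 1 µM Z-Phe-Ala-diazomethylketone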
PP1 counter = PP1-alpha phosphatase inhibitors, primary screen, counter-screen for PP5 inhibitor project, biochemical, fluorescence, OMFP substrate, single point | purified PP1alpha | inhibition, % at 6.7 µM | actives 0.9% (n = 320,000) | AID 2235, 2010;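 active = inhibition above the mean inhibition of all tested compounds plus 3 SD, computed separately for each screening campaign, cut at about 15% in these data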
Target sequence (P62136 whole entry, looked up): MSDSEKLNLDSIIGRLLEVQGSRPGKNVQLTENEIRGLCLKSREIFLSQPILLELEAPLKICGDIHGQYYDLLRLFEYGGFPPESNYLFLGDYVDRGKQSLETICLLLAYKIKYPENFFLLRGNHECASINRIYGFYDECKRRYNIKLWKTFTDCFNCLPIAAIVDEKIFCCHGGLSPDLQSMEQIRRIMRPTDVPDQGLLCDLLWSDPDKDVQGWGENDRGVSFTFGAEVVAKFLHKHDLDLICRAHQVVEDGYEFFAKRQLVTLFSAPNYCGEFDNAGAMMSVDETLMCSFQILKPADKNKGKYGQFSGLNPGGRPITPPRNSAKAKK
TPT1 inh = Candida albicans TPT1 enzyme inhibitors, primary screen, biochemical, fluorescence polarization; tRNA 2'-phosphotransferase TPT1 (Candida albicans SC5314); inhibition, % at 5 µM; recombinant caTPT1, FP RNA substrate dephosphorylation; actives 0.81% (n = 300,000);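 active = inhibition above the mean of all tested compounds plus 3 SD, set per screening campaign, cut at about 24% in these data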;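 note: plate controls were DMSO alone for no effect and ferristatin control at 100 nM for full effect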
PP5 inh = PP5 phosphatase inhibitors, primary screen, biochemical, fluorescence; actives 0.18% (n = 320,000); AID 1987, 2009; inhibition, % at 6.7 µM; purified PP5c, OMFP substrate fluorescence;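 active = inhibition above the campaign's mean inhibition across all tested compounds plus 3 SD, cut at about 9.5% in these data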;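 note: 0% = DMSO only and 100% = 100 µM cantharidin control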
Numbers without * were called inactive; . = not tested or not shown; & = joins results of further samples.

SMILES	HCV core dimer	JMJD2C inh	Efflux pump inh	procasp3 activ	procasp7 counter	Fh CTSL1 inh	PP1 counter	TPT1 inh	PP5 inh
COc1ccc(C(=O)Nc2ccc(S(=O)(=O)N3CCc4ccccc43)cc2)cc1	6.7	20.3	-0.1	8.4	-7.6	0.8	4.8	0.9	4.6
Cc1ccccc1OCCn1ccnc1	4.6	-3.4	-0.1	16.0	-6.6	-1.0	-4.5	-3.0	0.2
NCCSc1c(-c2ccc(Cl)cc2)[nH]c2ccccc12	-11.3	7.3	-0.1	-4.4	-9.4	1.1	2.0	-5.3	-0.1
O=C1c2ccccc2NC2(CCCC2)N1O	3.0	-4.4	0.0	-5.0	3.3	-1.2	-3.7	0.9	1.8
O=C1CC(N2CCCc3ccccc32)C(=O)N1c1ccccc1Cl (stereo not given)	5.1	3.7	-0.1	11.0	9.5	-2.3	1.6	2.4	6.3
Cc1ccccc1OCC(=O)N/N=C1\CC(=O)CC(C)(C)C1	1.3	16.4	0.3	10.0	-6.9	-1.6	-3.3	0.8	1.2
COc1cccc(NC(=S)NC(=O)Cc2ccc(Cl)cc2)c1	-3.1	-2.7	-0.1	3.0	-6.1	4.7	-1.4	-0.2	4.3
COc1ccc(Br)cc1S(=O)(=O)N1CCCc2ccccc21	-4.2	6.9	0.3	11.4	-16.3	0.4	0.4	-0.2	4.2
O=C(CN1C(=O)NC2(CCCCC2)C1=O)Nc1ccc(S(=O)(=O)N2CCOCC2)cc1	1.9	1.9&4.3	0.0	-1.6	14.4	0.1	-0.1	-0.1	-2.0
Cc1ccc(NC(=O)OC(C)CNC(=O)Oc2cccc(C)c2)cc1 (stereo not given)	-2.5	0.7	0.0	4.0	3.8	4.7	-1.5	-0.4	0.3
CCOC(=O)c1cc(S(=O)(=O)NCCc2ccc(OC)c(OC)c2)cn1C	-3.6	-40.1	0.1	3.0	-7.6	-3.5	1.2	-0.7	0.0
CC(C)C1CC(C(=O)Nc2ccccc2)C(=O)O1 (stereo not given)	1.9	1.2	0.0	-0.8	9.3	1.6	-4.5	-3.2	-0.1
O=C(Nc1ccc(Cl)cc1)c1cc(S(=O)(=O)Nc2ccccn2)ccc1Cl	1.0	12.5	-0.1	1.0	4.9	-0.7	-1.0	-6.5	1.4
CC1CCc2c(sc(NC(=O)CSc3ncn[nH]3)c2C#N)C1 (stereo not given)	-1.9	-13.3	0.4	2.5	4.2	-1.1	-3.9	1.4	0.7
CN1CCN(C(=O)C2CCN(S(=O)(=O)c3ccc(F)cc3)CC2)CC1	0.0	-1.9	0.1	6.3	5.0	3.8	4.6	0.1	1.8
Cc1ccc(C(C)NC(=O)c2cc3cc(Br)ccc3oc2=N)cc1 (stereo not given)	-3.7	-1.0	0.1	-3.4	-0.3	-2.7	3.1	2.8	3.5
C/C(CC(=O)Nc1ccc(Cl)c(Cl)c1)=N\NC(=O)Cc1ccccc1	-2.4	3.6	-0.2	4.9	7.6	-3.9	-1.7	-2.2	0.7
CSc1ncc(C(=O)O)c(C)n1	5.6	6.5	-0.2	8.8	-1.1	-0.3	0.4	-1.0	-0.7
COc1cccc(NC(=O)/C=C/c2ccccc2[N+](=O)[O-])c1	1.0	1.5	-0.2	8.9	-6.0	-3.6	-1.4	3.7	2.3
C/C(CC(=O)NCC(C)C)=N\NC(=O)COc1cc(C)c(Br)cc1Br	-0.5	-11.2	0.1	10.5	5.4	1.4	0.5	-0.7	3.5
O=C(NCCc1ccccc1)c1nc2c(nnn2Cc2ccccc2Cl)c(=O)[nH]1	20.9	-49.5	0.1	7.4	5.7	4.8	46.6*	2.3	0.4
O=C(COc1ccc2ccccc2c1)NNC(=O)C(=O)Nc1ccccc1	7.6	7.4	0.3	0.9	4.7	-5.7	14.7	2.5	5.0
COc1ccc(NC(=O)CC2C(=O)N(C)C(=S)N2CCc2ccccc2)cc1 (stereo not given)	-1.8	6.6	-0.8	2.6	-9.8	-2.3	0.2	2.3	1.4
O=C(Nc1ccc(F)cc1Cl)c1ccc2c(=O)n3c(nc2c1)CCC3	7.7	-13.3	0.1	2.8	1.7	0.2	3.6	0.0	3.4

Three compounds from above, ordered by their value in PP5 inh, lowest first:
SMILES	PP5 inh
CSc1ncc(C(=O)O)c(C)n1	-0.7
O=C(Nc1ccc(Cl)cc1)c1cc(S(=O)(=O)Nc2ccccn2)ccc1Cl	1.4
O=C(Nc1ccc(F)cc1Cl)c1ccc2c(=O)n3c(nc2c1)CCC3	3.4

New compounds follow
SMILES	HCV core dimer	JMJD2C inh	Efflux pump inh	procasp3 activ	procasp7 counter	Fh CTSL1 inh	PP1 counter	TPT1 inh	PP5 inh
CCOC(=O)Oc1ccc2oc(C)c(C(=O)OCCOC)c2c1	-4.8	-3.5	0.0	4.1	14.5	-1.0	-2.3	-0.4	0.6
CNC(=S)N/N=C/c1cc(Br)c(OCc2ccncc2)c(OC)c1	-1.1	-4.3	-0.2	-1.7	14.2	-5.8	0.6	-0.9	0.3
Cc1cc(C)cc(NC(=O)N2CCC(NC(=O)c3ccccc3C)CC2)c1	-4.4	-14.5	-0.1	4.4	6.5	-2.2	-6.9	-2.7	0.6
Cc1n[nH]c(C)c1S(=O)(=O)N1CCCCCC1	-1.8	1.6	-0.1	-5.8	5.0	-4.5	-1.4	0.9	-1.7
Cc1cccc(/C=N/NC(=O)c2cc(-c3cccnc3)nc3c2c(C)nn3-c2ccccc2)c1	5.5	-4.4	-0.3	-3.5	1.4	-0.3	0.1	-4.0	0.6
O=C(CSc1oc(-c2ccccc2)nc1S(=O)(=O)c1ccc(F)cc1)NCC1CCCO1 (stereo not given)	9.5	1.2	0.0	-1.7	-1.4	-0.3	-2.1	-4.2	-1.4
COc1cc(C(=S)N2CCOCC2)cc(OC)c1OS(=O)(=O)c1ccc(C)cc1	0.8	8.5	0.0	-12.6	-12.8	0.1	-1.4	-0.7	0.7
O=C(/C=C/c1ccc2c(c1)OCCO2)N1CCN(c2ccc(F)cc2)CC1	-0.3	-15.7	-0.1	14.1	5.9	6.0	0.7	-0.6	2.6
CCCOc1ccc(-c2nnn(CC(=O)N3CCCCC3)n2)cc1	2.9	-2.3	0.2	5.2	0.0	2.0	-2.0	-2.5	2.2
CCOc1cccc(-c2c(C(=O)N/N=C/c3c(F)cccc3Cl)nnn2-c2nonc2N)c1	11.9	-2.1	0.2	-5.5	-11.1	-2.2	-3.1	1.9	4.8
CCCNC(=O)c1nc(C)n(-c2ccc([N+](=O)[O-])cc2)n1	-0.6	0.2	-0.1	-1.7	-1.9	-3.1	-2.6	-0.6	0.5
CN(C)c1ccc(CN(CC2CCCO2)C(=O)c2cccs2)cc1 (stereo not given)	-19.3	-20.2	-0.1	-2.2	-5.1	3.9	-1.6	-2.1	1.3
N#CCSc1ccc(S(=O)(=O)N2CCOCC2)cn1	.	0.3	0.0	1.7	-6.6	.	.	.	.
COc1ccc(C(=O)Nn2cnnc2)cc1	1.0	-40.7	0.0	-0.4	2.8	1.3	1.0	-2.6	0.7
O=C(Cn1ccc2ccccc2c1=O)NCCC(=O)Nc1ccc(F)cc1F	3.4	-5.6	0.4	2.1	-8.0	-1.3	-0.3	-0.9	0.2
COC(=O)CCC(=O)CN	11.9	25.6	0.0	-2.7	-8.0	2.6	-1.5	-2.2	-1.4
CCOc1ccc(CC(=O)NNC(=S)Nc2ccc(OC)c(OC)c2)cc1	2.2	6.0	0.0	-11.0	-12.0	6.7	-3.9	-3.2	-1.6
Cn1cc(/C=C2\SC(=O)N(c3ccccc3)C2=O)c2ccccc21	0.8	-21.7	0.2	2.2	-3.6	0.1	1.6	2.1	2.4
O=C(NCCN1CCCC1)C1CCC(=O)N(CCCN2CCOCC2)C1 (stereo not given)	-2.8	11.9	0.1	0.1	44.8*	0.0	-1.8	2.5	2.2
COCCN(CC1CCCN(C2Cc3ccccc3C2)C1)C(=O)CSC (stereo not given)	-8.7	4.1	-0.3	2.3	9.6	4.6	2.9	-4.3	4.4
Nc1c(C(=O)N/N=C/c2ccc([N+](=O)[O-])cc2)sc2nnc(-c3ccccc3)c(-c3ccccc3)c12	-1.0	2.7	0.1	-6.3	4.0	-2.1	-4.3	1.2	-2.0
O=C(Nc1ccc(F)cc1)c1ccc(-n2ccnc2)nc1	0.6	5.4	-0.1	3.3	-0.1	2.8	0.3	2.5	-0.3
CCC1(CC)C(=O)N(C)C(=O)NC1=NCc1ccccc1	-0.3	-3.6	0.0	7.2	3.8	3.2	-0.2	-3.2	2.4
N#CNC(=Nc1cccc(C(F)(F)F)c1)SCc1ccc(C(=O)O)cc1	-3.2	0.0	0.0	11.6	-8.8	0.5	-0.1	-2.2	0.6
O=C(O)c1cccc(-n2cccc2/C=C2/SC(=O)N(CC(=O)N3CCCC3)C2=O)c1	-4.1	-4.6	0.1	-6.2	-8.3	3.1	-0.3	-0.1	3.8
CC(=O)c1ccc(NC(=S)N2C(C)CCCC2C)cc1 (stereo not given)	-2.5	15.4	0.1	-7.6	-2.8	-0.5	2.8	2.5	2.3
CCOC(=O)C1CCN(S(=O)(=O)c2ccc3c(c2)N(C(C)=O)CCO3)CC1	3.2	5.5	-0.1	-6.0	4.1	-0.9	-4.3	-2.8	-0.4
Cc1nn(C2CCCO2)c(=O)nc1N (stereo not given)	-2.8	-0.8	0.0	1.6	0.0	-3.9	1.0	-1.1	1.6
COc1cccc(CN(C)C(=O)CC2C(=O)NCCN2C2Cc3ccccc3C2)c1 (stereo not given)	11.4	27.8	0.0	-1.5	-0.7	0.0	-2.1	-0.7	3.2
CCOC(=O)C(Sc1nnc2c3ccccc3n(CC)c2n1)C(=O)OCC	-0.3	-2.0	0.3	-11.7	-25.5	-3.3	0.7	1.8	3.2
CCOC(=O)C1(Cc2cccc(OC)c2)CCN(Cc2cnc(C)s2)CC1	1.2	12.2	0.0	5.2	-4.6	-2.8	-0.9	-4.2	2.5
